High-throughput results deposited in PubChem BioAssay by several laboratories.
H9c2 protect = protects H9c2 cardiomyocytes from peroxide injury. 0.63% of 360,000 active. protection from H2O2 cell death, % at 20 µM. H2O2 injury protection, ATPLite, 2 h;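 active means compounds giving at least 50% protection of heart cells from peroxide-induced death in the single-dose screen, raw or plate-pattern-corrected value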;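 further: 0% = DMSO wells with peroxide and 100% = DMSO wells without peroxide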
Shn3 inh set2 = Schnurri-3 reporter inhibition in Clone20 osteoblasts | inhibition, % at 12.5 µM | AID 588674 | Clone20 osteoblast Shn3 3'UTR firefly luciferase, 24 h | 0.52% of 360,000 active;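 active means mean inhibition of at least 75% with every replicate also reaching 75%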;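 further: 0% = median of neutral control wells and 100% = pilot-screen positive control compound; some compounds past the cut are filed as inactive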
HIF-2a block = HIF-2a inhibition; 786-0 RCC cells HIF-2a reporter, luciferase luminescence, overnight; inhibition, % at 18.8 µM; 0.72% of 360,000 active;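 active means inhibition of the luminescence signal of 40% or more relative to plate controls, in a single-dose primary screen at 18.75 µM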
hiPSC survival = hiPSC single-cell survival enhancement. ATPlite luminescence; 100% = ROCK inhibitor wells, 0% = DMSO. survival enhancement, % at 20 µM. 0.044% of 360,000 active. AID 602274; in the data active means survival enhancement above about 18%;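 further: cells exposed to compounds for 16 hours before the ATP read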
CaV13 FRET inh = Primary screen for inhibitors of IQ motif and Ca2+-dependent inactivation inhibitor domain binding in CACNA1D, Förster resonance energy transfer in living cells, …; 0.098% of 340,000 active; HEK cells, CFP/YFP FRET ICDI-IQ, plate reader, 10 min; percent FRET-ratio fall versus neutral wells; inhibition, % at 12.3 µM; AID 743397;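 active means mean replicate inhibition of at least 30% and at least 1% of replicates passing that level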;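 further: 0% = median of the neutral control wells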
NR2E3 ag-1 = activates human NR2E3 receptor; Q9Y5X4; CHO-S Gal4-NCOR/VP16-NR2E3 two-hybrid, luciferase; inhibition of corepressor binding, % at 3.98 µM; 0.35% of 360,000 active; AID 602229;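 active means inhibition above the mean of all tested compounds plus 3 SD, cut at about 70% in these data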;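 further: 0% = DMSO with NR2E3 transfected cells and 100% = cells lacking NR2E3 construct; higher means lower luciferase signal from less NR2E3 corepressor binding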
Target sequence (Q9Y5X4 whole entry, looked up, the tested form may be a part): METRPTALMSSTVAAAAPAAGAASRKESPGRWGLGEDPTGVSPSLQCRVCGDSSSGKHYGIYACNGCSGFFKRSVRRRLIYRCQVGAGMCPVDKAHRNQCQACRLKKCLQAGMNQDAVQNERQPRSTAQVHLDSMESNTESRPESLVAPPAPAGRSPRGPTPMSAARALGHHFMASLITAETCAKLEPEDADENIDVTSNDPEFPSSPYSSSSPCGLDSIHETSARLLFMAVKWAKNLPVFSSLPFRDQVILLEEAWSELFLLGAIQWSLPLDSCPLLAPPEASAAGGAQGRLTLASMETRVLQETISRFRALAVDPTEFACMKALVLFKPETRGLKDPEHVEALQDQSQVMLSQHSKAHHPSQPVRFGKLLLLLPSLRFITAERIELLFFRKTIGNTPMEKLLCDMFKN
PDI turbidity = blocks human protein disulfide isomerase activity; AID 588391; inhibition, % at 10 µM; 0.052% of 350,000 active; P07237; PDI insulin aggregation turbidity, A650, 90 min;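 active means mean inhibition across replicates of 30% or more, whatever share of single replicates reach that level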;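 further: absorbance from insulin aggregation driven by PDI reduction with DTT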
NR2E3 ag-2 = activates human photoreceptor nuclear receptor NR2E3; Q9Y5X4; GST-NR2E3/biotin-RetCOR TR-FRET, 1536-well; inhibition of corepressor binding, % at 4.78 µM; 0.12% of 320,000 active; AID 2300;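 active means percent inhibition above the cutoff of mean plus 3 SD of all tested compounds, set per screening campaign, cut at about 20% in these data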;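 further: 0% = DMSO wells and 100% = biotin wells as full block of FRET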
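System: GST-tagged NR2E3 plus biotinylated RetCOR corepressor; Buffer or medium: pH 7.5 Tris-based buffer; Probe or stimulus: RetCOR corepressor, biotinylated, 7 nM; Doses: compound at 4.8 µM, single dose; Schedule: 5 h incubation at 4 °C; Technique: time-resolved FRET; Evaluation: percent inhibition of TR-FRET ratio; Replication: one well per compound, singlicate testing.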
m5-HT2A agonist = activates the mouse 5-HT2A serotonin receptor; activation, % at 7.6 µM; 0.66% of 360,000 active; AID 624169; P35363; CHO-K1 mHTR2A beta-arrestin complementation, luminescence; percent of 30 µM serotonin response;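 active means activation above a run cutoff, the mean activation of all tested compounds plus 3 SD, cut at about 14% in these data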;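 further: 0% = plate median of compound wells and 100% = 30 µM serotonin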
Peg3 prom inh = inhibitors of Peg3 promoter; inhibition, % at 20 µM; HeLa PEG-Prom luciferase reporter, luminescence, overnight; 1.7% of 360,000 active;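 active means inhibition of at least 50% at 20 µM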
TRPM1 prom inh = reduces MITF-dependent TRPM1 promoter luciferase signal | SK-MEL-5 TRPM1 promoter luciferase, 24 h | inhibition, % at 12.5 µM | 0.83% of 330,000 active | AID 488899;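 active means mean inhibition across replicates of 60% or more, whatever share of single replicates reaches that level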; further: values of inactives mirror those of a sister screen read the other way
* marks the source's active call; other numbers are inactive results; nt = no result given.

Fields: H9c2 protect	Shn3 inh set2	HIF-2a block	hiPSC survival	CaV13 FRET inh	NR2E3 ag-1	PDI turbidity	NR2E3 ag-2	m5-HT2A agonist	Peg3 prom inh	TRPM1 prom inh
O=C(NCCN1CCOCC1)c1ccc(NS(=O)(=O)c2cccc([N+](=O)[O-])c2)cc1
  -0.7	5.5	18.5	0.0	-6.8	2.2	-5.0	-4.1	-5.3	0.5	2.8
O=C(Nc1ccc2cn[nH]c2c1)c1ccc(Cl)c(S(=O)(=O)N2CCOCC2)c1
  21.8	-14.4	-105.6	1.5	-3.1	-8.8	5.9	1.6	-3.0	-23.5	14.2
CCN(CC)C(=O)C1=C(C)N(CCC2=CCCCC2)C(=O)C(CC(=O)NC(c2ccccc2)c2ccccc2)C1 (centres undefined)
  3.2	23.3	-7.7	-2.0	-5.9	-2.1	12.4	nt	-8.4	3.1	nt
Cc1cccc(C2CC(c3ccc(Br)cc3)Nc3nc(N)nn32)c1 (centres undefined)
  -16.7	-0.1	1.4	-0.4	-13.0	-18.7	nt	0.7	-1.1	17.7	-9.5
CCCn1nc(C(=O)N2CC(=O)Nc3ccccc32)c2ccccc2c1=O
  9.9	-9.9	12.8	1.0	-5.3	-2.3	2.1	-0.8	2.6	15.4	19.1
COc1ccccc1NC(=O)CSc1ncn[nH]1
  -1.2	-32.6	1.3	2.7	-4.9	-20.5	1.9	1.1	3.3	12.0	-0.2
Cc1ccc(OCCCCn2ccnc2)c([N+](=O)[O-])c1
  -6.7	33.8	-52.2	0.5	-18.7	-2.8	-2.7	1.7	-3.3	-16.4	-6.3
CCOC(=O)[C@@H]1CCNC[C@@H]1c1ccccc1
  5.8	1.2	1.3	16.6	0.5	-5.7	1.2	2.8	2.6	2.9	-1.8
C#CCOc1ccc(Br)cc1/C=N/O
  -6.4	13.2	4.7	0.2	nt	-6.6	4.2	0.3	2.1	7.3	7.0
Cc1ccc(S(=O)(=O)N2CCC[C@H]2C(=O)OC(C)C(=O)Nc2ncc(Cl)cc2Cl)cc1 (some centres undefined)
  4.2	-9.7	9.5	0.5	-3.7	2.9	5.0	1.3	0.2	2.9	-5.1
COc1cccc(OC)c1C(=O)Nc1cc(C)nn1-c1nc2ccccc2[nH]1
  77.2*	-7.6	-33.7	0.0	-5.0	9.6	3.6	1.6	4.6	54.2*	7.1
CCOC(=O)c1sc(N2C(=O)C(O)=C(C(=O)c3ccco3)C2c2cccc(Cl)c2)nc1C (centres undefined)
  5.8	-10.8	-172.8	0.0	-5.9	-86.8	-1.0	4.6	-1.0	-97.4	0.0
COc1cccc(N2CC(O)=C(c3nc4ccccc4s3)C2=N)c1
  -0.9	-9.1	-215.9	-0.8	11.7	-76.2	-1.0	0.3	-1.7	-146.8	-0.3
COc1ccc(C(=O)n2nc(-c3ccc(Cl)cc3)nc2N)cc1OC
  -8.0	-7.5	-17.8	-3.9	-7.0	14.9	-1.7	1.4	1.7	10.6	-33.8
COc1c(C(=O)Nc2ccc(CN3CCOCC3)cc2)cc2ccccc2c1Br
  25.1	37.1	-24.7	-0.3	-2.8	-15.2	0.7	0.7	-0.9	4.3	-10.3
CN(/N=C/Cc1nnnn1-c1ccc(Cl)cc1)c1ccccc1
  -2.6	6.5	12.4	2.3	-3.9	-12.2	16.5	3.1	2.3	5.1	11.2
O=c1cc(CSCc2ccc(Cl)cc2)[nH]c(=O)[nH]1
  -3.3	-41.8	2.9	-0.3	-4.9	-3.0	-1.2	0.5	-2.3	-19.3	3.3
Cc1ccc(-c2ccc(/C=C3/NC(=O)NC3=O)o2)cc1[N+](=O)[O-]
  0.2	14.2	-60.5	-0.6	-4.1	-3.3	-6.8	nt	-4.1	-12.9	-10.7
O=C(Nc1cccc(Cl)c1)Nc1cccc(C(=O)O)c1
  -4.6	21.6	-17.4	-0.4	-4.3	-90.3	3.0	0.8	1.7	-27.8	30.4
N#C/C(=C/c1ccc(N2CCOCC2)o1)C(=O)NC1CCCCC1
  12.9	-19.1	-164.1	-0.5	-1.3	5.2	-2.0	-6.9	0.7	-120.9	-39.0
NC(=O)Nc1n[nH]c(-c2ccccc2)n1
  3.5	-34.8	-20.8	0.9	-4.3	-14.7	2.7	nt	0.7	-5.8	-14.3
COc1ccc(NC(=O)c2cc(-c3cc(F)ccc3OCC3CCCO3)n[nH]2)c(C)c1 (centres undefined)
  6.6	38.7	3.2	7.2	-5.9	10.6	13.1	nt	-3.1	18.7	nt

A different layout for some results above:
smiles,H9c2 protect,Shn3 inh set2,HIF-2a block,hiPSC survival,CaV13 FRET inh,NR2E3 ag-1,PDI turbidity,NR2E3 ag-2,m5-HT2A agonist,Peg3 prom inh,TRPM1 prom inh
COc1cccc(N2CC(O)=C(c3nc4ccccc4s3)C2=N)c1,-0.9,-9.1,-215.9,-0.8,11.7,-76.2,-1.0,0.3,-1.7,-146.8,-0.3
COc1ccc(C(=O)n2nc(-c3ccc(Cl)cc3)nc2N)cc1OC,-8.0,-7.5,-17.8,-3.9,-7.0,14.9,-1.7,1.4,1.7,10.6,-33.8
COc1c(C(=O)Nc2ccc(CN3CCOCC3)cc2)cc2ccccc2c1Br,25.1,37.1,-24.7,-0.3,-2.8,-15.2,0.7,0.7,-0.9,4.3,-10.3
CN(/N=C/Cc1nnnn1-c1ccc(Cl)cc1)c1ccccc1,-2.6,6.5,12.4,2.3,-3.9,-12.2,16.5,3.1,2.3,5.1,11.2
O=c1cc(CSCc2ccc(Cl)cc2)[nH]c(=O)[nH]1,-3.3,-41.8,2.9,-0.3,-4.9,-3.0,-1.2,0.5,-2.3,-19.3,3.3
Cc1ccc(-c2ccc(/C=C3/NC(=O)NC3=O)o2)cc1[N+](=O)[O-],0.2,14.2,-60.5,-0.6,-4.1,-3.3,-6.8,nt,-4.1,-12.9,-10.7
O=C(Nc1cccc(Cl)c1)Nc1cccc(C(=O)O)c1,-4.6,21.6,-17.4,-0.4,-4.3,-90.3,3.0,0.8,1.7,-27.8,30.4
N#C/C(=C/c1ccc(N2CCOCC2)o1)C(=O)NC1CCCCC1,12.9,-19.1,-164.1,-0.5,-1.3,5.2,-2.0,-6.9,0.7,-120.9,-39.0
NC(=O)Nc1n[nH]c(-c2ccccc2)n1,3.5,-34.8,-20.8,0.9,-4.3,-14.7,2.7,nt,0.7,-5.8,-14.3
COc1ccc(NC(=O)c2cc(-c3cc(F)ccc3OCC3CCCO3)n[nH]2)c(C)c1 (centres undefined),6.6,38.7,3.2,7.2,-5.9,10.6,13.1,nt,-3.1,18.7,nt

As a short view, part of the list above.
Fields: H9c2 protect	Shn3 inh set2	HIF-2a block	hiPSC survival	CaV13 FRET inh	NR2E3 ag-1	PDI turbidity	NR2E3 ag-2	m5-HT2A agonist	Peg3 prom inh	TRPM1 prom inh
O=C(NCCN1CCOCC1)c1ccc(NS(=O)(=O)c2cccc([N+](=O)[O-])c2)cc1
  -0.7	5.5	18.5	0.0	-6.8	2.2	-5.0	-4.1	-5.3	0.5	2.8
O=C(Nc1ccc2cn[nH]c2c1)c1ccc(Cl)c(S(=O)(=O)N2CCOCC2)c1
  21.8	-14.4	-105.6	1.5	-3.1	-8.8	5.9	1.6	-3.0	-23.5	14.2
